Mtb RmlCD inh – inhibitors of Mycobacterium tuberculosis RmlC and RmlD coupled enzymes; P9WH09+P9WH11; RmlC+RmlD coupled enzyme assay, percent inhibition; primary screen in compound mixtures; inhibition, % at 3.6 µM; actives 0.03% (n = 160,000); in the data active = inhibition mostly above about 34%, no sharp cut-off; note: some results filed as inactive read as strong as hits
Target sequence (P9WH09 whole entry, looked up): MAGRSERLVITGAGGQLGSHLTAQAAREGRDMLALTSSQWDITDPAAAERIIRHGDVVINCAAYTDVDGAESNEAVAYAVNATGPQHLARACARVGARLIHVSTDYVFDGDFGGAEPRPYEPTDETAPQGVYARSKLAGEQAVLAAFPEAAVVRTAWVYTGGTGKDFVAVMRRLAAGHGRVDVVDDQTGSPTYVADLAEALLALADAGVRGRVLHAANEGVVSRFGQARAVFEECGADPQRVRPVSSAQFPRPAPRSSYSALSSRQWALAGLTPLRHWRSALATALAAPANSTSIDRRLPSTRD
Target sequence (P9WH11 whole entry, looked up): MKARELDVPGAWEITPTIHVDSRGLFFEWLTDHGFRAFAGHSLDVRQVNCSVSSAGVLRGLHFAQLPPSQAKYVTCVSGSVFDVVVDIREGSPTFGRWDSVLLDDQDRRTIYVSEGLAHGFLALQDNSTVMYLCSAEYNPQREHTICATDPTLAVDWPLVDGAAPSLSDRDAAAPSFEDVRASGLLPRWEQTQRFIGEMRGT
GlmU inhibition – inhibition of mycobacterial GlmU enzyme – biochemical, glucosamine-1-phosphate acetyltransferase (AID 1376); actives 0.25% (n = 220,000); inhibition, %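 (tested at 30 µM in the primary screen)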, or IC50 in µM where a hit was titrated; M. tuberculosis GlmU acetyltransferase enzyme assay; higher % means a stronger effect; in the data active = inhibition above about 13%;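 note: 0% = complete reaction with vehicle and 100% = reaction without substrate; strong numbers were not always called active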
* hit, by the source's call; · = no result given.

Every second line gives: GlmU inhibition, Mtb RmlCD inh
COC(=O)CN1C(=S)N(c2ccc(Cl)cc2)C(=O)C1CC(=O)Nc1ccccc1 (stereo not given)
→ 0.8%, 4
CCOc1cc2c(cc1OCC)C(C(=O)O)C(c1cc(Br)c(O)c(OC)c1)N(C)C2=O (stereo not given)
→ 0.5%, -2
Cc1ccc(CSC2=CS(=O)(=O)c3ccccc3N2)cc1
→ 0.7%, -5
Cn1nc(N)c2c(-c3ccc(Cl)cc3)c(C#N)c(N)nc21
→ -1.6%, 4
CC(C)(C#N)NC(=O)C(=O)c1c(-c2ccccc2)cc2ccccn12
→ -2.4%, 8
CCC1CCCN1Cn1cnc2c([nH]c3ccc(Cl)cc32)c1=O (stereo not given)
→ 0.1%, 4
C=CCC1CCCC(=O)N2CC[C@H](O)C12 (stereo not given in full)
→ 2.8%, ·
COc1cc(CN2CCN(Cc3ccc(C)cc3)C(CCO)C2)cc(OC)c1O (stereo not given)
→ -1.5%, -19
CCOc1[nH]n(-c2ccccc2)c(=O)c1C=NCc1cccnc1
→ -4.2%, 2
O=C(CN1CCCCC1)Nc1cccc(Br)c1
→ -0.2%, 7

Compound profiles (already shown).
`Cn1nc(N)c2c(-c3ccc(Cl)cc3)c(C#N)c(N)nc21` across the screens: GlmU inhibition = -1.6%; Mtb RmlCD inh = 4
`CCC1CCCN1Cn1cnc2c([nH]c3ccc(Cl)cc32)c1=O` (stereo not given) across the screens: GlmU inhibition = 0.1%; Mtb RmlCD inh = 4

Remaining list, next part
Every second line gives: GlmU inhibition, Mtb RmlCD inh
COc1cc(OC)cc(C(=O)NCc2ccc3c(c2)cc(C)n3C)c1
→ -1.7%, ·
C=C(CC)C(=O)c1ccc(OCC(=O)O)c(Cl)c1Cl
→ 8.6%, ·
CN(C)C(=O)Oc1ccc(OCc2n(C)c3ccccc3[n+]2C)cc1
→ -5.0%, -13
Cc1nn(-c2ccc(F)cc2)c2sc(C(=O)O)cc12
→ 0.7%, 6
CCN(CC(=O)Nc1ccc(NC(C)=O)cc1)C(=O)/C=C/c1cccs1
→ -2.1%, -10
CC(C)(C)c1[nH]nc2c1C(c1cccnc1)C(C#N)=C(N)O2 (stereo not given)
→ 1.6%, -7
CC(C)CSc1ccc(S(=O)(=O)NCC(=O)O)cc1[N+](=O)[O-]
→ -2.1%, -3
COc1ccccc1NS(=O)(=O)c1cc(N2Cc3ccccc3C2=N)ccc1N1CCOCC1
→ 0.8%, 28
S=C1NC[C@H](CC2CCCCC2)N1CCc1cccc2ccccc12
→ -0.9%, ·
COc1ccc(N2CCN(c3oc(-c4ccco4)nc3C#N)CC2)cc1
→ 0.7%, -5
CCCCNC(=O)N1CCN(C(=O)c2ccco2)CC1
→ 1.3%, ·
COc1ccc(Cl)cc1NC(=S)N(CCCN1CCOCC1)Cc1cn(C)c2ccccc12
→ 1.2%, -15
NNC(=O)c1cc2ccccc2cc1O
→ 4.6%, -11
COc1ccc(N2CCN(C(=O)CSc3ncnc4c3cnn4-c3ccccc3C)CC2)cc1
→ 4.4%, 5
O=C(Nc1nc2ccc(F)cc2s1)c1cccc(S(=O)(=O)N2CCc3ccccc32)c1
→ -3.6%, 6
NC(=S)N=Nc1c(O)n(Cc2ccccc2)c2ccccc12
→ 5.0%, 2
Cc1ccc(-n2nnnc2Sc2nc([N+](=O)[O-])nn2C)cc1C
→ -5.0%, 10
COCCn1c(Cc2ccccc2)nnc1SCC(=O)Nc1ccccc1
→ 2.4%, -6
NS(=O)(=O)c1ccc(NC(=O)CN2CCCCC2)cc1
→ 5.3%, -8
N=c1c2c(-c3ccccc3)c(-c3ccccc3)n(Cc3ccccc3)c2ncn1CCCn1ccnc1
→ -2.3%, 3
Cc1nc(NC(=O)/C=C/c2ccc(Cl)cc2Cl)sc1C(=O)N(C)C
→ 0.4%, ·
CCOC(=O)CC(NC(=O)Cn1nnc(-c2ccccc2Cl)n1)c1ccc(OC)cc1 (stereo not given)
→ -4.7%, -9
COCCn1c(SCC(=O)NCc2cccs2)nnc1-c1ccc(OC)cc1
→ -0.1%, ·
CN(CC(=O)Nc1ccccc1Cl)C(=O)CSc1nc2ccccc2s1
→ -3.4%, 14
COc1ccc(Cc2noc(CN3CCN(Cc4cccc(Cl)c4)CC3)n2)cc1OC
→ -3.8%, 5
CCOc1ccc(NC(=O)CCSc2ccc(C)cc2)cc1
→ -5.0%, ·
Cc1ccc(Nc2c(-c3ccc(C)o3)nc3cnccn23)cc1
→ 5.3%, -8
CCOC(=O)CN1C(=O)CSc2ccc(S(=O)(=O)N3CCCC3)cc21
→ -3.0%, -3
CC(C)(C(N)=O)N1CCN(c2ncc(C(F)(F)F)cc2Cl)CC1
→ -0.7%, ·
CCCCC(CCC(=O)Nc1cc([N+](=O)[O-])ccc1O)C(=O)O (stereo not given)
→ 2.2%, ·
Nc1nnc(SCCOc2ccc(Br)cc2)s1
→ 2.3%, ·
CCOc1ccc(-c2nnc(-c3ccccc3)n2-c2ccccc2)cc1
→ 0.0%, ·
CC(OC(=O)c1ccccc1)C(=O)NCCC1=CCCCC1 (stereo not given)
→ -3.9%, 3
CCCN(CCC)C(=O)CSc1nc2c(sc(=S)n2-c2ccc(OCC)cc2)c(=O)[nH]1
→ 2.7%, -7
CSc1nc(Oc2ccc(F)cc2F)cc(C(F)(F)F)n1
→ -0.7%, 16
O=C(Oc1ccccc1)N(c1ccccc1)c1ccccc1
→ ·, 19
CCCOC(=O)C1C2c3ccccc3C(c3ccccc32)C1C(=O)O (stereo not given)
→ 2.5%, 9
CC1CCc2cc(F)ccc2N1C(=O)CSc1nnc(-c2cccs2)n1C (stereo not given)
→ -1.1%, -7
CC(=O)Nc1ccc(OC(=O)c2cc3ccccc3oc2=O)cc1
→ 4.5%, -11
C/C(=N\N=C(/N)SC1CC(=O)N(c2cccc(Cl)c2)C1=O)c1cccs1 (stereo not given)
→ ·, 3

A few values from the entries so far:
Entry for CC(OC(=O)c1ccccc1)C(=O)NCCC1=CCCCC1 (stereo not given) in GlmU inhibition: -3.9%
Entry for Nc1nnc(SCCOc2ccc(Br)cc2)s1 in GlmU inhibition: 2.3%
Entry for CCCOC(=O)C1C2c3ccccc3C(c3ccccc32)C1C(=O)O (stereo not given) in GlmU inhibition: 2.5%

Further results
Every second line gives: GlmU inhibition, Mtb RmlCD inh
O=C(O)c1cc(N/N=C2/CC(c3ccccc3)Oc3ccccc32)ccc1Cl (stereo not given)
→ 5.2%, 6
CCn1ncc(Br)c1C(=O)Nc1ccc2c(c1)OCCO2
→ 0.2%, -3
O=C(CSc1nnc(-c2cccnc2)n1Cc1ccco1)NCc1ccc2c(c1)OCO2
→ 1.3%, -9
CC1(C)Cc2cccc(OCC(=O)N3CCN(S(=O)(=O)c4ccc(F)cc4)CC3)c2O1
→ -1.1%, -11
O=C(Nc1cc(C(F)(F)F)ccc1-n1cnc2ccccc21)c1ccccc1
→ -5.2%, -7
CC1(C)C2CC=C(CN3CCOCC3)C1C2 (stereo not given)
→ -5.5%, ·
COc1ccccc1N(CC(=O)Nc1c(C)cccc1C)S(C)(=O)=O
→ -1.6%, ·
CCOC(=O)C1(Cc2ccccc2)CCN(Cc2cccn2-c2nccs2)CC1
→ 8.3%, -10
Cc1sc2ncnc(NC3CCN(Cc4ccccc4)CC3)c2c1C
→ 1.5%, ·
O=c1[nH]c(SCCN2CCOCC2)nc(O)c1-c1ccccc1
→ 1.8%, -11
O=C(OCc1cc2ccccc2[nH]c1=O)c1ccccc1
→ -1.7%, -1
Cc1ccc(NNS(=O)(=O)c2ccc(C)cc2)cc1
→ -2.3%, ·
Cc1ccc(NC(=O)CN(C)C(=O)c2ccc(S(=O)(=O)N(C)c3ccccc3)cc2)cc1
→ 2.5%, -7
CCCC(=O)Nc1nc2ccc(OC)cc2s1
→ -4.2%, -8
O=C(Cn1nnc2ccccc21)c1ccc(Cl)cc1
→ 4.3%, -4
Cc1ccc(C(=O)c2cc([N+](=O)[O-])ccc2N2CC(C)OC(C)C2)cc1 (stereo not given)
→ 1.4%, 5
O=C(CCSc1ccccc1)NCCSCc1ccccc1
→ -2.7%, 3
CC(C)C1Oc2ccccc2N(CC(=O)NCCCN2C(C)CCCC2C)C1=O (stereo not given)
→ -1.5%, ·
COc1ccc(N2CCN(C(=O)Nc3ccccc3C)CC2)cc1
→ -2.0%, 10
CC(C)(C)c1ccc(CN2C3=NCCCN3c3ccccc32)cc1
→ -4.7%, -6
CCOC(=O)c1cc2c(=O)n3ccccc3nc2n(CC(C)C)c1=NC(=O)c1ccco1
→ 4.5%, ·
COC(=O)CC1C(=O)NCCN1C(=S)NC(=O)C(c1ccccc1)c1ccccc1 (stereo not given)
→ 4.0%, 4
O=C(CCCC(=O)N1CCCc2ccccc21)N1CCCc2ccccc21
→ 9.7%, ·
Cn1c(=O)c2cnc(-c3ccc(C(F)(F)F)cc3)nc2n(C)c1=O
→ -1.9%, ·
CN(C)CC(O)COc1ccc(-c2ccc(C#N)cc2)cc1 (stereo not given)
→ -3.6%, 7
CC(C)N1C(=O)CCC1C(=O)N1CCN(c2ccc(F)cc2)CC1 (stereo not given)
→ 1.1%, -1
CN(CCNC(=O)CN1C(=O)CSc2ccc(S(=O)(=O)N3CCCC3)cc21)Cc1ccccc1
→ 0.5%, 3
O=C(CSc1nnc(CNc2ccc(Cl)cc2)o1)Nc1nc2c(s1)CCCC2
→ -4.8%, -4
COc1ccc(CCn2c(N)cc(=O)[nH]c2=S)cc1OC
→ -6.0%, ·
Cc1cccc(C)c1NC(=S)N(CCCN1CCOCC1)Cc1cccnc1
→ 0.1%, 6
Cn1nccc1NC(=O)CC(CC(=O)O)c1ccccc1 (stereo not given)
→ -3.3%, 2
O=C1/C(=C/c2cccs2)SC(=S)N1N1CCOCC1
→ -6.0%, 17
CCOC(=O)N1CCN(S(=O)(=O)c2ccc(C(=O)Nc3nc4ccccc4s3)cc2)CC1
→ ·, -4
Fc1cccc(CN2CCCCCCC2)c1
→ 11%, ·
CC(=O)c1cnc2c(-c3ccccc3)c(C(F)(F)F)nn2c1C
→ 0.6%, -6
CCOC(=O)c1cccc(NC(=O)C2CCCO2)c1 (stereo not given)
→ 8.1%, 10
COc1ccc(NS(=O)(=O)c2ccc(NC(=S)NC(=O)/C=C/c3ccccc3)cc2)nn1
→ 4.7%, -5
CC(C)(C)NC(=O)C1CCN(c2ccc(S(=O)(=O)N3CCOCC3)cc2Cl)CC1
→ -8.2%, -1
Cc1cccc(NC(=O)CC2NCCNC2=O)c1 (stereo not given)
→ -2.5%, 8
CC(C)(C)NC(=O)C(=O)NCCC1=CCCCC1
→ 8.5%, -1
CC[N+](C)(CC)CCCCOc1ccc2c(c1)C(=O)c1cc(OCCCC[N+](C)(CC)CC)ccc1-2
→ -8.8%, 2
CC(C)(C)NS(=O)(=O)c1ccc(NS(=O)(=O)Cc2ccccc2)cc1
→ 3.2%, ·
Cc1cc(NC(=O)NC(=O)c2cccc(OC(F)(F)C(F)F)c2)n[nH]1
→ 0.8%, ·
Cc1ccc(-c2noc(-c3cc(C(C)(C)C)nn3Cc3ccccc3)n2)cc1
→ -0.9%, -10
CCN1C(=O)/C(=C\c2ccc3c(c2)OCO3)C(C(=O)OC)=C1C
→ -2.0%, -20
Cc1nnc(N(C)C(=O)c2cnccn2)s1
→ 1.8%, 3
COC(C/C=C\C(=O)[C@@H](C)OCc1ccccc1)OC
→ 0.6%, ·
COc1ccc([N+](=O)[O-])cc1CSc1nnc(NC(C)=O)s1
→ -0.8%, 5
COc1ccc(N2CCN(C(=O)c3ccc(NS(=O)(=O)c4cccc(F)c4)cc3)CC2)cc1
→ -3.4%, -4
O=C(Nc1cc(=O)[nH]c2ncnn12)c1ccco1
→ -1.4%, 29

Next part
Every second line gives: GlmU inhibition, Mtb RmlCD inh
Cc1ccc(-c2nnc(C)c(N3CCOCC3)n2)cc1
→ 0.1%, 1
CCN(CC)c1ccc([C@H]2[C@@H]3CCCC[C@]3(O)CCN2CC(=O)NCc2ccco2)cc1
→ 0.8%, ·
COC(=O)c1nn(-c2c(C)n(C)n(-c3ccccc3)c2=O)cc1O
→ 5.0%, ·
Cc1ccc(C(=O)NC(=S)NCC(=O)c2ccccc2)cc1
→ 0.9%, 26
Cc1sc(NC(=O)CSc2nnc(C)c(=O)[nH]2)c(C#N)c1C
→ 0.9%, 5
COC(=O)c1ccccc1NC(=O)NCc1ccncc1
→ -5.4%, -14
Cc1occc1-c1n[nH]c(=S)n1C
→ 8.7%, -10
CC(C)c1ccc(CN(C(=O)/C=C/c2ccco2)C2CCS(=O)(=O)C2)cc1 (stereo not given)
→ 2.7%, ·
CCN(CC)S(=O)(=O)c1ccc(C(=O)NCc2ccc3c(c2)cc(C)n3C)cc1
→ -2.6%, -6
CCCc1nn(C)c(C(=O)Nc2ccc(C(C)(C)C)cc2)c1Cl
→ -5.1%, -5
Cc1c(C(N)=O)sc2ncn(CC(=O)OC(C)C)c(=O)c12
→ 1.3%, 4
CCCCOC(=O)Nc1nc2ccc(OC)cc2s1
→ -2.7%, ·
O=C(NCc1ccco1)c1cc(-c2cccnc2)nc2ccccc12
→ -5.6%, 3
COc1ccccc1/C=C/C=N/N1CCN(c2ccccn2)CC1
→ -6.7%, -7
CC(C)NCCCCOc1cccc(Br)c1
→ 4.8%, -2
Cc1ccc(C2=CC(c3ccc(C)cc3)n3ncnc3N2)cc1 (stereo not given)
→ 2.5%, ·
CCc1cc2c3c(c(=O)oc2cc1OC)CCCC3
→ 8.8%, ·
C/C(=N\NC(=O)c1ccc(O)cc1)c1ccc(N2CCOCC2)cc1
→ 6.8%, ·
NC(=O)C1CCN(C(=O)CN2CCN(c3cccc(C(F)(F)F)c3)CC2)CC1
→ 0.8%, 7

Only part of the results is shown; rates above refer to the full screens.
